Source: PubChem (National Center for Advancing Translational Sciences (NCATS))
PKM2 act: increases activity of human pyruvate kinase M2. Potency, µM (titrated, usually from 57.5 µM), for inactives: at the highest dose activation, usual class: activators. AID 1631. P14618. purified PKM2, Kinase-Glo ATP luminescence, activation; response scale: 0% is enzyme alone, no compound. 0.34% of 260,000 active; further: potency means the concentration at half of the fitted maximal effect; on the % scale 0 is the no-effect control and ±100 the full control effect; nearly all actives have a fitted effect of over 55% in size
Target sequence (P14618 whole entry, looked up): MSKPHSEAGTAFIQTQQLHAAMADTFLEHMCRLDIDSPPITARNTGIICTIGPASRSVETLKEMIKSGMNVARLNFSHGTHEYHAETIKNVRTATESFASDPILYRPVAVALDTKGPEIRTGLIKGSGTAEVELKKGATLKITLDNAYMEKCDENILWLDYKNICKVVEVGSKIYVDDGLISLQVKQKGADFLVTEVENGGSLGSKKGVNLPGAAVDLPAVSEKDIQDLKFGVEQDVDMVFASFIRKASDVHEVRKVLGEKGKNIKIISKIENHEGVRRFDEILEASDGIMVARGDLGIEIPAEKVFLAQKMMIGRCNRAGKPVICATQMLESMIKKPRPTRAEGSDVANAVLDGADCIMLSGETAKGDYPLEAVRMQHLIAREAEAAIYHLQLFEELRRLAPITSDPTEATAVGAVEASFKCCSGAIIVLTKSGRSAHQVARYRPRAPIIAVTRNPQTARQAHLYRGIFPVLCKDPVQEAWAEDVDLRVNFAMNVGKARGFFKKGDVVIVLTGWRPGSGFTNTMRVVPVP
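Kinase-Glo luminescence reports ATP generated from ADP (0.1 mM) and PEP (0.5 mM) by purified hPK-M2 after 1 h at room temperature, pH 7.2 imidazole buffer; intermediate enzyme activity allows detecting inhibitors and activators.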
FLuc modulator: firefly luciferase modulation, counter-screen for miR-21 project; P08659; purified FLuc, Km substrates, luminescence inhibition; Potency, µM (titrated, usually from 57.5 µM), inactives show at the top dose activity change, negative = inhibition, most hits filed as inhibitors; 6.9% of 360,000 active; AID 588342;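 further: potency means the concentration at half of the fitted maximal effect; plate controls were vehicle for no effect and reference inhibitor for full effect; nearly all actives have a fitted effect of over 55% in size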
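Purified P. pyralis luciferase (10nM final) with 10uM D-luciferin and 10uM ATP (Km levels) in 50mM Tris acetate pH 7.5, 10mM Mg acetate, 0.01% Tween-20, 0.05% BSA; qHTS 6-point titration, ~60 µM downward; luminescence read.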
Mito fusion act: inhibitors of mitochondrial division or activators of mitochondrial fusion. AID 485298. Potency, µM (top dose mostly 46.1 µM), inactives show top-dose growth rescue (activation), hits mostly activators. S. cerevisiae fusion-defective mutant growth rescue, CellTiterGlo 48 h. 0.23% of 320,000 active;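 further: potency means the concentration at half of the fitted maximal effect; % of control where 0% means no effect; nearly all actives have a fitted effect of over 45% in size; temperature-sensitive fusion mutants such as fzo1-1 at 37 °C on non-fermentable ethanol glycerol medium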
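Yeast fusion mutant, YPEG (non-fermentable carbon), compound, 48 h at 37C non-permissive; CellTiterGlo added, 10 min RT, luminescence read. Rescued growth = division inhibition.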
MBNL1 CUG block: inhibitors of human MBNL1 binding to CUG repeat RNA; AID 2675; Q9NR56; TR-FRET MBNL1-His/biotin-(CUG)12 binding, 665/545 ratio; Potency, µM (series often up to 57.5 µM), for inactives: top-dose activity change, negative = inhibition, usual class: inhibitors; 0.036% of 280,000 active; active means well fitted inhibition curve with a large enough effect in the signal ratio, with a control signal flat, not every such curve was filed as active; inconclusive means small, poorly fitted or top-dose-only effect, or effect the other way, or a change in a side signal; inactive means no such curve, though single readings can be large or run the other way; the % refers to the signal ratio; further: potency means the concentration at half of the fitted maximal effect; on the % scale 0 is the no-effect control and ±100 the full control effect
Target sequence (Q9NR56 whole entry, looked up): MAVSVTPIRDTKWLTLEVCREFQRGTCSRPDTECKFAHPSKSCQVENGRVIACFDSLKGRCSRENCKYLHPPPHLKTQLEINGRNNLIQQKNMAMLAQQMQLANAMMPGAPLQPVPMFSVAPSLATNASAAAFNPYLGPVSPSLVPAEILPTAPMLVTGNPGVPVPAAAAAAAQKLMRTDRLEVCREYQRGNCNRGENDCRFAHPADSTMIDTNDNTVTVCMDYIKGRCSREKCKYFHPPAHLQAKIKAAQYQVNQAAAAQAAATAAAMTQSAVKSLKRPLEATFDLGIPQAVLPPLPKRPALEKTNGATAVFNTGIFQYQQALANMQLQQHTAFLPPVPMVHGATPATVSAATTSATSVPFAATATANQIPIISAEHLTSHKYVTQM
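TR-FRET between His-tagged MBNL1 and biotin-(CUG)12 RNA, detected with Tb anti-His antibody (0.055 ng/ul) and streptavidin-XL665 (5 nM), 60 min at room temperature. Compounds titrated 92 nM to 58 uM; 665/545 nm ratio normalized to buffer and complex controls.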
ELG1 repair inh: blocks ELG1-dependent DNA repair in HEK293T cells | HEK293T ELG1-luciferase reporter, luminescence, 16 h; DNA damage induced by 5-fluorouridine | Potency, µM (series often up to 46.1 µM), for the others: top-dose activity change, negative = inhibition, most hits filed as inhibitors | 2.3% of 330,000 active | AID 504467; further: potency means the concentration at half of the fitted maximal effect; on the % scale 0 is the no-effect control and ±100 the full control effect; nearly all actives have a fitted effect of over 55% in size
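5-Fluorouridine DNA damage + compound/DMSO, 2,000 cells/well, 16 h, 37 °C/5% CO2. ONE-Glo, 30 min RT, luminescence. Readout = decrease in reporter signal.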
Rab9 promoter act: activators of Rab9 promoter | AID 485297 | 2.8% of 320,000 active | Huh7 Rab9 promoter-luciferase reporter, luminescence, 24 h | Potency, µM (highest dose often 9.22 µM), for the others: at the top dose activation, negative = inhibition, actives largely listed as activators; further: potency means the concentration at half of the fitted maximal effect; % of control where 0% means no effect; nearly all actives have a fitted effect of over 60% in size
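Promoter activation is measured as luciferase luminescence in Huh7 cells stably transfected with a Rab9 promoter–luciferase construct, following 24 h compound exposure at 37 °C and 10 min reagent incubation at ambient temperature.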
NPC1 promoter act: activates the NPC1 promoter; Huh7 NPC1 promoter luciferase reporter, 24 h; Potency, µM (series often up to 9.22 µM), for inactives: at the highest dose activation, usual class: activators; 2.4% of 320,000 active; AID 485313;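 further: potency means the concentration at half of the fitted maximal effect; % of control where 0% means no effect; nearly all actives have a fitted effect of over 60% in size; reporter is driven by a mutant NPC1 promoter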
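NPC1 promoter–luciferase Huh7 cells; 24 h compound; luminescence.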
Menin MLL FP TR: displaces Texas Red mutant MLL peptide from human menin. O00255. Menin + Texas Red MLL mutant peptide, fluorescence polarization. Potency, µM (highest dose often 61.6 µM), for the others: at the top dose FP activity change, negative = inhibition, usual class: inhibitors. AID 1768. 0.23% of 270,000 active; active means well fitted inhibition curve with a large enough effect in the polarisation, with a control signal flat, not every such curve was filed as active; inconclusive means small, poorly fitted or top-dose-only effect, or effect the other way, or a change in a side signal; inactive means no such curve, though single readings can be large or run the other way; the % refers to the polarisation; further: potency means the concentration at half of the fitted maximal effect; % of control where 0% means no effect; many of its hits are not listed in these tables
Gal4-VP16 FLuc: inhibits Gal4-VP16 luciferase reporter, ROR gamma counter-screen; Drosophila S2 Gal4-VP16 UAS-luciferase, luminescence, 20 h; Potency, µM (top dose mostly 53.6 µM), for the others: at the highest dose activity, negative = inhibition, usual class: inhibitors; 3.5% of 310,000 active;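 further: Gal4-VP16 expression switched on by copper sulfate through the metallothionein promoter; potency means the concentration at half of the fitted maximal effect; on the % scale 0 is the no-effect control and ±100 the full control effect; nearly all actives have a fitted effect of over 50% in size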
RORgamma inh: ROR gamma (mouse) transcription inhibition. AID 2551. Potency, µM (titrated, usually from 53.6 µM), for the others: top-dose activity change, negative = inhibition, actives largely listed as inhibitors. Drosophila S2 Gal4-RORgamma UAS-luciferase reporter, 20 h. P51450. 5.4% of 310,000 active; further: potency means the concentration at half of the fitted maximal effect; on the % scale 0 is the no-effect control and ±100 the full control effect; nearly all actives have a fitted effect of over 60% in size
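Schneider cells (Drosophila), stable Gal4 DBD–ROR gamma + UAS-luc; 1 hr cmpd preincubation; Cu2+ induction 700 uM final; 20 hr ambient; luminescence.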
KCNH2 3.1 inh: inhibitors of human KCNH2 3.1 potassium channel isoform; AID 720553; U2OS KCNH2 3.1, thallium flux FluxOr; hits give low values; 0.95% of 340,000 active; activity change, % (tested at about 1.8 µM);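 active means maximum activity change below -70%; inconclusive means maximum activity change from -70% to -50%; inactive means maximum activity change above -50%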;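 further: thallium influx rate constant from kinetic fluorescence after stimulation buffer; on the % scale 0 is the no-effect control and ±100 the full control effect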
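Normalized rate constant (relative to positive and negative DMSO controls) derived from a 2 min kinetic fluorescence read after stimulation; U2OS cells expressing the 3.1 isoform via virus at 1.77 x 10^8 /mL.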
Active calls of the source: *; ? = inconclusive; nt = no result given; & = joins results of further samples; [ ] = another dose, or the depositor's remark. Unless noted, the call rests on the fitted dose curve; in most records, active means well fitted curve in the direction sought with a large enough effect; inconclusive means small, poorly fitted or top-dose-only effect, or another doubt; inactive means no such curve, though single readings can be large; an effect the other way counts as inactive or inconclusive. An excerpt; rates above refer to the full screens.

canonical_smiles	PKM2 act	FLuc modulator	Mito fusion act	MBNL1 CUG block	ELG1 repair inh	Rab9 promoter act	NPC1 promoter act	Menin MLL FP TR	Gal4-VP16 FLuc	RORgamma inh	KCNH2 3.1 inh
CCC(Oc1ccccc1)C(=O)Nc1cc(C)on1 (centres undefined)	2%	?	1%	?	?	-5%	-2%	1%	16%	31%	-4
COc1ccc(S(=O)(=O)N(C)c2ccc(C(=O)N3CCCC3)cc2)cc1	-4%	-1%	-5%	11%	-14%	-5%	-4%	10%	9%	?	-13
Cc1cc2c(cc1S(=O)(=O)Nc1cccc(F)c1)n(C)c(=O)c(=O)n2C	2µM*	7%	-3%	8%	0%	6%	-6%	13%	2%	37%	9
Cc1cccc(C)c1NC(=O)CN(C)C(=O)c1cc(S(=O)(=O)N2CCOCC2)ccc1N1CCCC1	nt	0%	3%	nt	25%	11%	0%	nt	nt	nt	1
O=C(CCCOc1ccc(Cl)cc1Cl)N/N=C/c1ccco1	-9%	?	-3%	0%	?	0%	0%	5%	6%	19%	-18
CCOC(=O)c1[nH]c(C)c(C(=O)Nc2ccc(Cl)cc2)c1C	-3%	5%	0%	-11%	?	0%	2%	1%	26%	-17%	8
Cc1ccc(O)c(C(CC(=O)NCc2ccco2)c2ccccc2)c1 (centres undefined)	-2%	-7%	7%	-1%	5%	-3%	-2%	1%	9%	29%	3
C[C@@H](NC(=O)c1nc[nH]c1C(=O)NCc1ccccc1)c1ccccc1	nt	3%	11%	nt	-9%	-1%	-3%	nt	nt	nt	nt
CCN(CC)CCNC(=O)c1ccc(NC(=O)Cc2ccccc2F)cc1	-8%	2%	29%	-15%	4%	-7%	-1%	-4%	1%	-21%	8
Cc1ccc(NS(=O)(=O)c2csc(C(N)=O)c2)cc1C	nt	0%	-13%	-18%	0%	-11%	-2%	nt	-28%	31%	-5
CCOC(=O)N1CCC(NC(=O)c2cn(-c3ccc(OC)cc3)c(=O)c3ccccc23)CC1	-2%	3%	-5%	3%	-14%	-5%	0%	-14%	-2%	24%	-6
COc1ccccc1-c1nn(Cc2ccccc2)cc1C(=O)N1CCN(c2ncccn2)CC1	nt	2%	-8%	nt	-23%	1%	-12%	nt	nt	nt	-35
CCOC(=O)C1(C)/C(=N/Nc2ccc(Cl)cc2)C(=O)C(=O)N1c1ccccc1 (centres undefined)	15%	0%	9%	9%	-1%	-1%	-2%	nt	0%	0%	5
COc1ccccc1C1CC(c2cccs2)=Nc2ccccc2S1 (centres undefined)	-1%	?	14%	-2%	?	2%	1%	-13%	?	29%	1
Cc1ccc([N+](=O)[O-])cc1NC(=O)CN1CCC(C)CC1	-13%	-3%	5%	8%	-15%	-3%	8%	-2%	-20%	3%	2
CC1(C)CC(=O)C2=C(C1)OC(N)=C(C#N)C21C(=O)N(CN2CCOCC2)c2ccccc21 (centres undefined)	0%	3%	-3%	14%	1%	-8%	1%	7%	9%	-27%	-10
NC(=O)C1CC(=O)N(Cc2ccc3c(c2)OCO3)C(=Nc2ccccc2)S1 (centres undefined)	0%	-2%	2%	-1%	1%	0%	3%	1%	-1%	13%	0
Cc1cccc(N2CC3=C(C2=O)C(c2ccccc2)NC(=O)N3C)c1 (centres undefined)	1%	-2%	3%	4%	-6%	1%	0%	-17%	1%	-8%	3
CCN(Cc1ccccc1)C(c1ccncc1)c1nnnn1C(C)(C)C (centres undefined)	-1%	4%	20%	2%	0%	-4%	-2%	-5%	-3%	-15%	4
N/C(=N\OC(=O)CCCN1C(=O)c2ccccc2C1=O)c1ccc(Cl)cc1	-2%	-4%	5%	-9%	0%	4%	-2%	-17%	-2%	0%	7
CCOc1ccc(NC(=O)CN2CCN(C(=O)c3ccco3)CC2)cc1S(=O)(=O)N1CCCC1	nt	2%	0%	nt	2%	-6%	-1%	nt	nt	nt	18
CC(=O)Nc1cccc(NC(=O)COc2ccccc2C)c1	1%	15µM*	3%	-9%	18%	12%	13%	5%	4%	36%	12
Cc1ccc(C(O)(C(=O)NN(C(=O)c2ccccc2)c2ccccc2)c2ccc(C)cc2)cc1	-11%	0%	-23%	-16%	-27%	-10%	-2%	-2%	-15%	13%	22
COc1ccc(-c2ccc(=O)n(CC(=O)NCC3COCCO3)n2)cc1 (centres undefined)	nt	-1%	-6%	nt	-4%	-6%	1%	nt	nt	nt	54
Cn1nnc(NC(=S)NC(=O)c2cccc3ccccc23)n1	nt	-12%	-9%	9%	2%	2%	1%	nt	3.5µM*	1.1µM*	10
CCOc1ccc(NC(=O)CNC(=O)c2ccc(OC)c(OC)c2)cc1	-2%	2%	-2%	-5%	nt	nt	nt	-9%	-6%	2%	4
CN(CC(=O)Nc1ccc(Cl)c(C(F)(F)F)c1)C(=O)Cc1cccs1	4%	-1%	-6%	20%	-21%	2%	-3%	nt	?	?	5
COc1ccc(CN2CCC(n3nccc3NC(=O)C3CC3)CC2)c(Cl)c1OC	0%	3%	-1%	-10%	-24%	-4%	-1%	nt	3%	-4%	-2
S=c1[nH]ccn1-c1cccc(Cl)c1	-10%	-1%	-4%	nt	2%	-1%	1%	-3%	?	13µM*	6
Cc1ccc(C(=O)N2CCN(S(=O)(=O)c3ccccc3[N+](=O)[O-])C2)cc1	24%	1%	-2%	20%	14%	11%	-1%	10%	4%	38%	-9
COC(=O)[C@@]1(Cc2ccc(F)cc2)[C@H]2c3cc(C(=O)N(C)C)n(Cc4ccccn4)c3C[C@H]2CN1C(=O)c1ccccc1	0%&2%	3%	-2%	4%	?	0%	-3%	-10%&0%	-20%&-12%	?	nt
CC(C)c1ccc(NCCC(=O)c2ccc(Br)cc2)cc1	-14%	2%	-2%	?	5%	9%	5%	-11%	-1%	3%	-3
COc1cccc(-c2nc(CC(=O)O)cs2)c1OC	-3%	-19%	-3%	-6%	?	-2%	0%	-7%	-1%	27%	15
CCCNC(=O)c1ccccc1NC(=O)CN(c1ccccc1OCC)S(C)(=O)=O	-6%	5%	1%	0%	-1%	1%	0%	3%	-7%	-6%	-6
CSc1ncc(C(=O)Nc2ccc(Cl)cc2)c(C)n1	nt	-16%	-1%	-2%	8%	0%	-2%	29%	-6%	?	0
CCSc1ccc(-c2ccc(C)cc2)nn1	-10%	2.4µM*	5%	-5%	?	0.71µM*	1µM*	8%	-29%	?	1
COc1cccc(Cn2c(NCc3ccco3)nc3c2c(=O)n(C)c(=O)n3C)c1	-2%	1%	4%	2%	?	-39%[inhibitor]	-19%	-8%	2.8µM*	-38%	3
COc1nc(NCCO)nc(Nc2ccc([N+](=O)[O-])cc2)n1	-1%	-1%	-8%	?	?	0%	1%	-6%	-14%	?	17
Cc1cccc(C)c1NS(=O)(=O)c1ccc(F)cc1	0%	7%	1%	-2%	-5%	-10%	-7%	3%	-4%	-6%	-1
O=C(/C=C/c1ccccc1)NC(=S)Nc1ccc(N2CCOCC2)c(Cl)c1	-16%	-1%	-3%	0%	23%	-2%	3%	-1%	?	2.5µM*	2
COc1cc(C(c2c(C)n(C)n(-c3ccccc3)c2=O)c2c(C)n(C)n(-c3ccccc3)c2=O)cc(Br)c1O	-1%	-2%	-1%	-9%	-3%	0%	0%	-5%	-13%	-4%	-15
Cc1ccc(Cn2nnnc2CN2CCC(O)(c3cccnc3)CC2)cc1	-2%	2%	3%	-10%	4%	-3%	-3%	-7%	-1%	-7%	-44
COc1ccc(CCNC(=O)CSc2nnnn2-c2ccccc2)cc1	-2%	5%	4%	-5%	0%	-3%	-2%	0%	-1%	-6%	2
COc1cc(-c2nc(CN3CCN(C(=O)c4ccco4)CC3)c(C)o2)ccc1F	2%	5%	-7%	1%	-10%	2%	-1%	nt	-9%	-3%	-1
Nc1cc(=O)nc(SCc2ccccc2)n1Cc1ccco1	0%	-2%	2%	-8%	-3%	-4%	1%	-11%	-5%	-28%	1
CN1CCC(N(C)C(=S)NCCc2ccccc2)CC1	1%	-1%	-7%	-8%	?	2%	-1%	4%	-1%	-8%	-1
Cc1nc(C(F)(F)F)ccc1C(=O)NCC(O)c1ccccc1 (centres undefined)	nt	-21%	-59%[inhibitor]	-1%	?	?	?	-22%	-4%	-3%	6
